# Screens: PubChem, several laboratories
# NPY1 pot ag: human NPY-Y1 potentiation or agonism, primary screen; NPY-Y1 expressing cells, potentiator/agonist activation; activation, % at 3.6 µM; hit rate 0.37% among 220,000; AID 1304; in the data active = activation above about 33%, passing the limit was not always enough;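 also: cells stimulated with NPY at EC10 then isoproterenol at EC100; 0% = low agonist plus stimulus and 100% = saturating agonist plus stimulus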
# Target sequence (P25929 whole entry, looked up): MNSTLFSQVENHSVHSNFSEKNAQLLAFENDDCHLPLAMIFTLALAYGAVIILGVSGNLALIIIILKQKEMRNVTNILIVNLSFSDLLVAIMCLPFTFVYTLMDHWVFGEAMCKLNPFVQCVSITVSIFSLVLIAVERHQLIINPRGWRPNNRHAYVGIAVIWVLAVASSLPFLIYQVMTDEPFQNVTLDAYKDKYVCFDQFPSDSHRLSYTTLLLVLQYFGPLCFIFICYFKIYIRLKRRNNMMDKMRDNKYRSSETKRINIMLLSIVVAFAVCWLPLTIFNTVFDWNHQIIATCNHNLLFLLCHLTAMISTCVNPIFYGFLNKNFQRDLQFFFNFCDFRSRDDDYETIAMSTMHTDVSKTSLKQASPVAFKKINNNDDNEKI
# EP2 modulator: EP2 receptor (human) modulation; P43116; EP2-expressing cells, cAMP HTRF FRET, PGE2 co-stimulation; induction, % at 25 µM; hit rate 0.83% among 260,000; AID 940;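 active = compounds whose cAMP rise, as percent of the full-agonist control response, exceeds 60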;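 also: rat C6 glioma line stably carrying human EP2 under a CMV promoter; the protocol text gives 20 µM as final concentration; 100% = response of wells given 1 µM PGE2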
# CHOP inh: CHOP inhibition in unfolded protein response; inhibition, % at 10 µM; CHO-K1 CHOP-promoter luciferase, tunicamycin-induced, 15-18 h; AID 2732; hit rate 3.8% among 220,000;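 active = compounds that reduced the stress-induced luciferase reporter signal by more than about 70% of percent inhibition, limit read from the data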;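 also: 0% = tunicamycin plus vehicle and 100% = wells without tunicamycin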
# S1P4 ag: human S1P4 receptor agonism. S1P4-expressing cell line, agonist reporter assay. activation, % at 4.98 µM. hit rate 0.35% among 220,000; in the data active = activation above about 11%;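 also: 0% = DMSO vehicle and 100% = reference agonist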
# TRPN1 ag: agonists of zebrafish TRPN1 channel; HEK293 zebrafish TRPN1-YFP, Fluo-8 calcium fluorescence; 100% = response to 87 µM carbachol; activation, % at 3 µM; hit rate 0.18% among 220,000; AID 1424;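 active = activation above its plate's cutoff, the mean activation of test wells on that plate plus 3 SD, cut at about 19% in these data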;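 also: 0% = DMSO alone and 100% = 87 µM carbachol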
#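 Assay system: Zebrafish TRPN1-YFP in HEK293 cells | Incubation: Dye loading 1 h at 37 °C, then 30 min room temperature | Measured by: Kinetic Fluo-8 fluorescence, ex 470-495, em 515-575 nm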
# NPY-Y2 PAM-ag: potentiators or agonists of human neuropeptide Y receptor Y2. hit rate 0.45% among 220,000. cells expressing NPY-Y2, potentiator/agonist read-out. activation, % at 3.6 µM. P49146; in the data active = activation above about 27%;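 also: cells stimulated with NPY near EC25 plus isoproterenol at EC100; 0% = vehicle plus submaximal agonist and 100% = vehicle plus saturating agonist; some results beyond the cut were filed as inactive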
# Target sequence (P49146 whole entry, looked up): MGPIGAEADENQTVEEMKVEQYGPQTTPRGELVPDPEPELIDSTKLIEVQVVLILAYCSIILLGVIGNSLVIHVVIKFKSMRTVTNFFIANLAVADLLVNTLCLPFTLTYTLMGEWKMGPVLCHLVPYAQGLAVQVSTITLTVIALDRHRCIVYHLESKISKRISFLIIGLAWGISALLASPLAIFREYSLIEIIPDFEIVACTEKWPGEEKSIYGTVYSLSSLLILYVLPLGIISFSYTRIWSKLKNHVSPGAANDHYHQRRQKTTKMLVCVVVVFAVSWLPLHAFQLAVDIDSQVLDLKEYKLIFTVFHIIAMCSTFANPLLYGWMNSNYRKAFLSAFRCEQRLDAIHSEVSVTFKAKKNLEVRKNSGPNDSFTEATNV
# S1P4 antagonist: antagonists of human S1P4 receptor; O95977; S1P4-expressing cells, antagonist mode, reporter read-out; inhibition, % at 4.98 µM; hit rate 0.26% among 220,000; in the data active = inhibition above about 29%;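 also: 0% = wells stimulated with agonist and 100% = vehicle wells without agonist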
# TRPML3 ag: agonists of human TRPML3 channel; activation, % at 3 µM; HEK293 TRPML3-YFP, Fluo-8 calcium fluorescence; 100% = the carbachol control signal; Q8TDD5; hit rate 0.29% among 220,000;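 active = activation above its plate's cutoff, the mean activation of the plate's test wells plus 3 SD, cut at about 12% in these data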;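 also: 0% = DMSO only wells and 100% = carbachol wells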
#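 system = HEK293 cells stably carrying human TRPML3-YFP | doses = one concentration, 3 µM nominal, 0.3% DMSO | timing = dye loading 1 h 37 °C then 30 min ambient, 125 s read | detection = Fluo-8 calcium dye fluorescence, ex 470-495, em 515-575 nm | benchmarks = high control carbachol 87 µM, low control DMSO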
# NPY-Y1 antag: blocks the human neuropeptide Y Y1 receptor; HEK293-CNG Y1 cells, membrane potential fluorescence; NPY at EC95, then isoproterenol; inhibition, % at 3.6 µM; hit rate 1% among 200,000; AID 1040;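 active = inhibition above the campaign mean inhibition of all tested compounds plus 3 SD, cut at about 20% in these data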;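 also: 0% = DMSO wells given NPY plus isoproterenol and 100% = isoproterenol alone without NPY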
#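 Material: HEK293 cells co-expressing NPY Y1 receptor and cyclic-nucleotide gated channel. Timing: compound incubation 1 h at room temperature, readout 45 min post-stimulation. Signal: fluorescence, membrane potential probe.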
# Starred values were filed as active, the others as inactive; x = not tested or not shown.
SMILES,NPY1 pot ag,EP2 modulator,CHOP inh,S1P4 ag,TRPN1 ag,NPY-Y2 PAM-ag,S1P4 antagonist,TRPML3 ag,NPY-Y1 antag
CCc1nnc(NC(=O)CCN2C(=O)CCC2=O)s1,-5,4,15,0.9,0.8,9,7,0.0,0
COc1ccc2[nH]c(=O)c(CN(CCO)C(=O)c3cccs3)cc2c1,-11,-15,-9,0.0,1.5,-27,-5,0.3,0
Cc1ccc(S(=O)(=O)NC(=O)N2CCN(Cc3c(F)cccc3Cl)CC2)cc1,5,7,3,1.8,1.1,2,-11,-0.4,x
COc1ccccc1N1CCSC1C(N)=O (stereo not drawn),-6,8,14,0.2,1.5,0,-4,1.1,-3
COc1cc(/C=N/NC(=O)c2cccc([N+](=O)[O-])c2)ccc1O,-4,4,3,3.6,1.8,3,-23,0.4,1
CCOc1ccc(-c2nc(CSCC(=O)N3CCN(c4cccc(OC)c4)CC3)c(C)o2)cc1,-6,-75,74*,0.9,5.2,-4,-35,1.8,0
O=C1[C@@H]2Cc3ccccc3CN2C(=O)N1c1cccc(F)c1,-10,16,7,-0.5,1.4,-5,10,0.3,-1
CCN(CC)S(=O)(=O)c1ccc(NC(=O)c2cccc3c2C(=O)N(CCOC)C3)cc1,5,13,12,2.3,-1.1,-1,-28,0.5,-3
CCOc1ccccc1NC(=O)C1CCN(S(=O)(=O)c2c(C)nn(C)c2C)CC1,-10,-23,34,0.5,1.5,8,-4,-0.3,-5
CCCCCC(=O)Nc1ccc2oc(-c3cccnc3)nc2c1,12,-4,3,-1.8,-0.8,-1,4,0.8,1
CCOCCCNCC(=O)NC1(C)C2CCC(C2)C1(C)C (stereo not drawn),-10,14,16,1.0,0.1,2,7,0.7,-1
CC(C)Nc1nc2c(c(=O)n(C)c(=O)n2C)n1C,16,-6,11,0.8,1.1,7,13,0.8,x
O=C(CSc1nc2nc[nH]c2c(=O)[nH]1)NC1CCCCC1,19,10,7,0.9,0.0,-6,-17,0.9,2
CCOC(=O)c1c(C)c(C(=O)NC2CCCCC2)c(C)n1CC,-5,27,-5,1.1,-0.7,0,-2,0.6,5
Cc1nc(NC(=O)c2ccc(F)cc2)nc2cc3c(cc12)OCO3,14,-11,-25,2.0,-4.0,5,-16,1.2,5
COCc1c(C)cc(C)c(/C=N/O)c1C,-5,12,-11,0.1,-0.1,-1,-23,0.5,0
O=C(Nc1ccc([N+](=O)[O-])cc1)C1CC12CCC2 (stereo not drawn),-17,-27,23,0.2,2.2,-1,-11,1.9,4
O=c1c(-c2ccc3c(c2)OCCO3)c(C(F)(F)F)oc2cc(O)cc(O)c12,-3,-22,13,-1.0,6.0,-3,-18,0.4,-5
CCOC(=O)c1cc(CC)sc1/N=C/C1=C(O)CC(C)(C)CC1=O,-14,14,45,-1.4,0.4,-1,-24,0.9,-1
Cc1ccc(Cn2nnc3c(=O)[nH]c(C4CCN(S(=O)(=O)c5ccccc5)CC4)nc32)cc1,-17,18,35,-1.2,-1.4,-18,-4,0.5,1
Cc1ccccc1Nc1c(N)c(=O)oc2ccccc12,15,6,38,0.1,-0.4,11,-12,0.1,-6
COc1ccc(-c2nnc(SCC(=O)NCc3cccs3)n2C(C)C)cc1,15,20,-4,-1.0,-0.8,-1,11,0.4,9
CCOC(=O)N1CCN(C(=O)c2ccc3c(c2)N(Cc2ccc(C)cc2)CCS3)CC1,0,-7,77*,1.3,-1.7,-4,-11,-0.8,5
O=C(NC1CCCCC1)C(c1ccncc1)N(C(=O)Cn1nnc(-c2cccs2)n1)C1CCCC1 (stereo not drawn),-22,22,12,-1.4,-0.8,-10,-11,-0.1,11
CCCCCCOc1ccc(NC(=O)CC2C(=O)N(CC)C(=S)N2Cc2ccco2)cc1 (stereo not drawn),-5,0,91*,0.3,0.2,18,3,0.4,1
CCOc1ccccc1C(=O)OCC(=O)Nc1ccc(N2CCCCC2)cc1,11,4,18,-3.8,-1.0,-11,8,-0.2,2
COC(=O)c1c(C)[nH]c(C(=O)/C=C/c2cccc(Cl)c2)c1C,-5,2,-62,1.1,-2.5,0,-4,1.3,-1
Cc1ccc(N(Cc2ccc(C(=O)Nc3ccccc3C(=O)NCc3ccco3)cc2)S(C)(=O)=O)cc1C,-17,15,-19,0.2,1.2,-8,-18,0.5,2
CCS(=O)(=O)Nc1c(C(=O)OC)[nH]c2ccccc12,22,-7,-10,1.7,1.8,-8,4,0.6,-3
COC(=O)c1ccc2c(c1)N(Cc1ccccc1F)C(=O)c1ccccc1S2=O (stereo not drawn),7,20,26,-0.8,-0.7,4,5,0.1,7
CC(NC(=O)Cc1ccc(F)cc1)c1ccccc1 (stereo not drawn),-11,20,16,-1.8,-1.0,-5,-18,-1.3,3
CC(OC(=O)c1cc2sccc2n1C)C(=O)NCC1CCCO1 (stereo not drawn),-2,-7,11,-0.4,1.2,12,-12,0.9,2
Nc1nc(SCC(=O)NN(c2ccccc2)c2ccccc2)n[nH]1,-11,-7,-7,-0.9,-1.0,-7,-10,-0.1,2
CCOC(=O)N1CCN(S(=O)(=O)c2ccc(C(=O)NNc3nc4c(C)cc(C)cc4s3)cc2)CC1,24,-27,18,-0.2,0.3,17,10,0.7,-3
CSc1nncc(/C(C)=N\Nc2ccccc2C)n1,15,12,11,-0.3,-0.6,12,13,-0.1,4
COc1cccc(C(=O)NNC2=C(C(=O)C(F)(F)F)CCC2)c1,8,-31,17,1.7,-0.9,15,-16,-1.2,x
Cn1c(NC(=O)c2ccccc2)c(-c2cccs2)c(=O)c2ccccc21,-11,35,41,0.2,-0.2,-5,13,-0.4,4
CC(C)c1ccc(NS(=O)(=O)c2cn(C)c(=O)n(C)c2=O)cc1,0,8,19,-2.2,1.4,16,3,1.1,2
CCn1c(=O)n(CC)c2cc(S(=O)(=O)N3CCOCC3)ccc21,2,54,-6,3.1,-0.2,-4,-11,0.9,-1
O=C(CSc1nc2ccccc2c(=O)n1CC1CCCO1)NCC1CCCO1 (stereo not drawn),-8,5,-12,-0.1,0.6,22,8,-0.5,15
OCCN1CCOCCOCCN(CCO)CCN(CCO)CC1,-8,9,11,-2.1,0.4,-23,5,-0.1,2
COc1ccc(-n2ccc(-c3nn(-c4cccc(C(F)(F)F)c4)ccc3=O)n2)cc1,-4,12,31,-0.1,0.6,-10,-10,0.8,5
O=C(c1ccc(Cn2cc(Br)cn2)o1)N1N=C(C(F)F)CC1(O)C(F)F (stereo not drawn),-23,-21,48,0.6,0.6,-16,6,1.3,-1
Cc1ccc(CC(=O)Nc2ccc(F)c([N+](=O)[O-])c2)cc1C,4,-65,37,-1.7,0.2,3,6,0.1,4
COC(=O)c1c[nH]n2c(=O)c(Cl)c(C)nc12,-28,22,-23,3.7,0.5,-9,-46,0.4,-1
N#Cc1c(-c2ccc(Br)cc2)cc(-c2cccnc2)nc1N,13,-9,-18,1.2,-0.8,10,1,-0.1,-3
Cc1ccc(Sc2c(C)[nH]n(C(C)(C)C)c2=O)cc1,-6,27,13,2.6,0.0,-5,-3,-0.4,1
O=c1c2ccccc2oc2nc3n(c(=O)c12)CCCS3,-7,30,-1,-0.6,-1.4,-5,5,0.3,-1
CC(Sc1nc2ccccc2[nH]1)C(=O)Nc1ccc2c(c1)OCCO2 (stereo not drawn),-9,-28,29,-0.2,3.7,-20,-9,1.7,9
O=c1c2ccccc2c(-c2ccccc2)nn1Cc1ccc(Cl)cc1,18,57,10,1.0,3.5,0,6,1.0,5
COc1cc(C2OC(c3cc(OC)c(OC)c(OC)c3)C(C)C2C)cc(OC)c1OC (stereo not drawn),-20,-16,15,0.5,-0.8,-24,8,-1.2,-4
COC(/C=C/Nc1ccc(Br)cc1)=C(C#N)C#N,10,5,2,-2.3,0.0,8,-16,-0.5,18
COc1cccc(-n2ccnc2SCC(=O)Nc2ccccc2)c1,1,-24,58,1.7,-0.8,1,-12,0.6,-1
CC1N(C)c2cc(NC(=O)c3ccco3)ccc2C1(C)C (stereo not drawn),-26,6,53,0.1,1.6,-15,4,1.5,8
COc1ccc(-c2nc(CS(=O)CC(=O)NCc3ccc4c(c3)OCO4)c(C)o2)cc1 (stereo not drawn),4,-9,41,2.4,-0.4,-4,1,-0.5,6
N#C/C(=C\c1ccc(-c2ccc([N+](=O)[O-])cc2Br)o1)C(=O)N1CCN(c2ccccc2)CC1,-11,-2,10,0.2,0.4,-1,-11,0.6,-2
COc1ccc([N+](=O)[O-])cc1NC(=O)c1ccco1,6,-10,-9,1.2,0.6,5,-25,0.5,6
O=C(NCCO)NC(=S)c1ccccc1,-2,-8,3,-0.5,0.9,6,7,0.8,2
COc1cc(OC)cc(C(=O)N[C@H](C(=O)Nc2nc3ccccc3[nH]2)C(C)C)c1,3,-42,-48,1.5,-2.2,-15,10,0.9,2
N#C/C(=C\c1ccc(N2CCCC2)c([N+](=O)[O-])c1)c1nc2ccccc2[nH]1,-21,-28,67,3.8,0.3,-10,-5,0.3,1

# 4 records drawn at random from the list so far:
SMILES,NPY1 pot ag,EP2 modulator,CHOP inh,S1P4 ag,TRPN1 ag,NPY-Y2 PAM-ag,S1P4 antagonist,TRPML3 ag,NPY-Y1 antag
COc1ccc([N+](=O)[O-])cc1NC(=O)c1ccco1,6,-10,-9,1.2,0.6,5,-25,0.5,6
COc1ccc(-c2nc(CS(=O)CC(=O)NCc3ccc4c(c3)OCO4)c(C)o2)cc1 (stereo not drawn),4,-9,41,2.4,-0.4,-4,1,-0.5,6
COC(/C=C/Nc1ccc(Br)cc1)=C(C#N)C#N,10,5,2,-2.3,0.0,8,-16,-0.5,18
O=C(NCCO)NC(=S)c1ccccc1,-2,-8,3,-0.5,0.9,6,7,0.8,2

# (continued)
SMILES,NPY1 pot ag,EP2 modulator,CHOP inh,S1P4 ag,TRPN1 ag,NPY-Y2 PAM-ag,S1P4 antagonist,TRPML3 ag,NPY-Y1 antag
COc1ccc(C(=O)Nc2ccc(N3CCCCC3)cc2)cc1Br,6,-8,25,-0.5,0.0,0,-9,-0.2,2
CCOc1ccc(-c2nnc3ccc(SCC(=O)Nc4nc5ccccc5s4)nn23)cc1,-21,18,70*,2.3,-1.3,11,-6,-0.6,3
O=C(c1ccc(S(=O)(=O)NCC2CCCO2)cc1)N1CCN(c2ccccc2)CC1 (stereo not drawn),9,-4,-18,5.7,2.0,1,-1,0.9,-2
Cc1c(Br)c([N+](=O)[O-])nn1CC(=O)NCc1cccs1,-14,22,-8,2.3,-0.7,-6,-3,-0.6,0
Cc1cc(=O)oc2cc(OC(C)C(=O)NCC3CCCO3)ccc12 (stereo not drawn),-1,2,-2,-0.3,0.8,7,-5,0.2,1
COc1ccc(NS(=O)(=O)c2cccc(C(=O)N/N=C/c3cn(-c4ccccc4)nc3-c3ccccc3)c2)cc1,20,-15,16,0.4,0.3,-17,7,0.3,x
